Assay outcomes (PubChem)
Growth percent in the NCI-60 one-dose screen (48 h, 10 µM unless noted): 100 = growth as untreated, 0 = no growth, -100 = all killed.
MDA-MB-468: MDA-MB-468 breast cancer; 8.5% of 78,000 active; AID 2202374
HS 578T: HS 578T breast cancer; 4.1% of 78,000 active; AID 1794788
T-47D: T-47D breast cancer. 5% of 79,000 active. AID 1794792
SR: SR leukemia cells | 8.7% of 73,000 active
MCF7: MCF7 breast cancer; 6.3% of 82,000 active
MDA-MB-231: MDA-MB-231 breast cancer; 5% of 81,000 active
K-562: K-562 leukemia; 7.4% of 78,000 active; AID 1794777
BT-549: BT-549 breast cancer; AID 1794793; 4.4% of 78,000 active
Numbers without * were called inactive; x = not tested or not shown; & = joins results of further samples; [ ] = remark or other dose. The calls were made as follows: active = growth percent below 10; inactive = the rest. Rows were taken by chance; overall some 14% were active at least once.

SMILES	MDA-MB-468	HS 578T	T-47D	SR	MCF7	MDA-MB-231	K-562	BT-549
CCOC(=O)[C@]1(C)C(=O)N2c3cc(O)cc4c3[C@H](C(C)=C[C@@]2(CC)C1=O)[C@@H](C)[C@@H]4O[C@H]1CC[C@@H](O)[C@@H](C)O1	118	93	x	x	88	103	79	83
CC1(C)OC(=O)c2ccccc21	98	104	94	x	84	112	105	98
CC/C(Cc1ccccc1)=C(\c1ccc(OCCN(C)C)cc1)c1ccc(OC(=O)NCc2ccccc2)cc1	77	84	68	57	43	93	x	90
CC(=O)Oc1ccc2c(c1)oc(=O)c1c3ccc(OC(C)=O)cc3oc21	104	x	115	48	121	94	55	114
CCOC(=O)C(C#N)=C1CCN(C)CC1	123	x	106	80	x	119	116	103
C=C(C[n+]1ccccc1)[C@@H]1CC[C@]2(CO)CC[C@]3(C)[C@H](CC[C@@H]4[C@@]5(C)CC[C@H](O)C(C)(C)[C@@H]5CC[C@]43C)[C@@H]12	27	76	81	85	89	110	64	80
CCCc1[nH]c(-c2cc(N)ccc2Cl)c2c1C(=O)CCCC2	94	90	76	86	87	100	93	111
c1ccc2c(-c3cn4ccnc4c(-c4ccc5c(c4)ncn5C4CCCCC4)n3)cccc2c1	95	96	78	89	64	82	62	98
Clc1ccc2c(NCCNc3nc(-c4ccccc4)cc(-c4ccccc4)n3)ccnc2c1	-54*	-17*	-60*	-19*	-69*	-81*	-47*	75
CN1CCN(c2nc(-c3ccccc3)cc(=O)n2C)CC1	101	95	94	97	95	99	102	100
O=C1N=C(N2CCCCC2)S/C1=C\c1ccc(Cl)cc1	99	97	81	52	72	80	76	68
C=CCn1c(SCC(=O)Nc2ccc(Cl)cc2)nnc1-c1ccc(OC)cc1	78	88	56	110	79	74	81	123
COc1ccc(-c2nc3cc(C(=O)O)ccc3n2C2CCCCC2)cc1	114	97	85	85	97	107	83	90
COc1ccc(C2C(C#N)=C(NC(C)=O)Oc3c2ccc2ccccc32)cc1 (configuration not stated)	114	92	89	78	91	73	65	96
COc1ccc(C(=O)N2NC(=O)/C(=C/c3ccccc3F)N=C2c2ccccc2)cc1	105	110	97	104	91	106	104	106
CC1(C)CC2=C3C=C[C@@H]4[C@@]5(C)CC[C@H](O)C(C)(C)[C@@H]5CC[C@@]4(C)[C@]3(C)CC[C@@]2(C(=O)O)CC1=O	81	73	42	51	32	40	58	37
CCC(O)c1ccc(N)cc1 (configuration not stated)	109	x	105	x	105	113	112	111
O/N=C(/C[n+]1ccccc1)c1ccc2ccccc2c1	103&90	105&110	93&111	106&112	102&116	99&102	120&108	99&85
CS(=O)(=O)c1ccc(-c2nc3ccccc3n2CC(N)=O)cc1	105	x	85	80	95	95	89	105
O=C(N1CCOCC1)C12OC3CC(CC(C3)O1)O2	104	105	100	x	102	109	93	98
Cc1nn2c(-c3nc4c(C)c(C)ccc4[nH]3)c(-c3ccccc3)nc2s1	89	103	84	75	92	111	90	95
N#CC1=C(N)Oc2c(c(=O)[nH]c3ccc(Cl)cc23)C12C(=O)Nc1ccccc12 (configuration not stated)	107	96	85	x	95	103	99	100
NC(=O)CC1CCC(c2ccccc2)CC1 (configuration not stated)	99	92	95	108	93	106	108	99
Cc1ccc(C(N)=O)cc1	106	111	99	134	98	107	117	98
OC(CC1CCCC(CC(O)c2ccccc2)N1CCc1ccccc1)c1ccccc1 (configuration not stated)	96	x	110	90	94	114	102	114
COc1ccc(CN2CC3CC3(COc3nc(C)cs3)C2)cc1F (configuration not stated)	104	94	86	97	24	102	83	101
CC[N+](CC)=c1sc2c(s1)C(c1ccc(Cl)cc1)Oc1ccc(Cl)cc1-2 (configuration not stated)	-4.2*	18	-2.4*	15	4.6*	-38*	x	4.1*
CCOC(=O)c1cn2ncnc(Oc3ccc(NC(=O)NC4CCCCC4)c(Cl)c3)c2c1C	x	36	85	74	52	58	83	90
O=C(CSc1nc2ccccc2c(=O)n1-c1ccccc1)Nc1ccc(-c2nc3ccccc3[nH]2)cc1	102	105	112	94	104	97	98	109
CCN1C(=O)N(CC)C2Nn3c(s/c(=C\c4cccc([N+](=O)[O-])c4)c3=O)=NC21 (configuration not stated)	29	41	59	x	35	31	20	59
CCNc1nc2cc3c(C)c(CC)c(=O)oc3c(C)c2o1	116	103	89	108	106	113	105	107
CN(C)Cc1ccc[nH]1	x	113	84	102	98	78	113	x
OCCNc1nc(Nc2ccc(Cl)cc2)nc(Nc2ccc(C3=NN(c4cc(Cl)cc(Cl)c4)C(c4ccc(C(F)(F)F)cc4)C3)cc2)n1 (configuration not stated)	111	74	96	99	94	93	105	99
CCN(CC)c1ccc2cc(C(Nc3ccc(C)cc3)c3nnnn3C(C)(C)C)c(=O)oc2c1 (configuration not stated)	105	91	71	95	81	85	88	89
Cc1c(Cc2ccccc2)c(=O)oc2c(C)c(OCC(=O)n3[nH]c(=O)cc3N)ccc12	103	100	91	91	92	90	97	97
N/N=C1\CCC(C(=O)NN)C1 (configuration not stated)	101	105	107	118	96	96	105	104
Cn1c(=O)c2c(c3ccccc31)OC(N)=C(C#N)C21C(=O)c2cccc3cccc1c23 (configuration not stated)	98	91	90	94	93	89	97	96
O=C(O)C1CCCN1C(=O)c1ccc(Cl)cc1 (configuration not stated)	95	108	95	124	86	114	128	115
CCC(C)c1ccccc1OCC(C)OC(=O)Cc1ccccc1 (configuration not stated)	108	105	87	88	105	103	85	99
O=C1CCC/C=C\C[C@H]2C=C(Cl)C(=O)/C2=C/C[C@H](CCCCC(F)(F)F)OC(=O)CCC/C=C\C[C@H]2C=C(Cl)C(=O)/C2=C/C[C@H](CCCCC(F)(F)F)O1	-72*[7.5 µM]	22[7.5 µM]	-7.3*[7.5 µM]	-15*[7.5 µM]	-39*[7.5 µM]	-23*[7.5 µM]	1.5*[7.5 µM]	-44*[7.5 µM]
COc1ccc(-c2c(C#N)c(N)n(-c3cccc(C(F)(F)F)c3)c(=O)c2C#N)cc1	108	104	93	101	91	96	97	102
O=C(O)c1cccc(CN2CCN(c3cc4c(cc3F)c(=O)c(C(=O)O)cn4C3CC3)CC2)c1O	101	103	97	87	98	106	102	x
COc1ccc(C(=O)Nc2ccc(-n3cnc4ccccc43)cc2)cn1	25	87	44	45	62	91	48	70
NC(N)=NS(=O)(=O)c1ccc(N=Nc2c(N)[nH]n(-c3ccccc3)c2=O)cc1	98	107	103	115	93	106	106	121
Cc1nn(-c2ccccc2)c(N)c1N=C1NC(=O)/C(=C/c2ccc(Br)cc2)S1	87	94	85	37	78	86	59	79
CCOC(=O)C1=C(C)c2ccc(OC)c(OC)c2C1	99	120	78	73	x	117	102	108
N#CCC(=O)N/N=C\C(O)C(O)C(O)C(O)C(=O)O (configuration not stated)	109	89	94	91	98	108	105	98
Clc1ccc(OCCOc2ccc(Cl)cc2Cl)c(Cl)c1	91	110	82	91	56	122	99	105
Cc1ccc(Nc2nnc(-c3ccc(Cl)cc3)o2)cc1	97	107	86	100	92	109	107	100
O=C1C(Cl)=C(Cl)C(=O)c2cc(Cl)c(Cl)cc21	95	109	73	100	88	72	96	96

Following part:
| canonical_smiles | MDA-MB-468 | HS 578T | T-47D | SR | MCF7 | MDA-MB-231 | K-562 | BT-549 |
| --- | --- | --- | --- | --- | --- | --- | --- | --- |
| COc1ccc(/C=C2\N=C(Nc3ccccc3)N(/N=C/N(C)C)C2=O)cc1 | 105 | 102 | x | 100 | 92 | 88 | 105 | 95 |
| COc1cc(OC)cc(-c2cc3ccc(N(C)C)cc3c(=O)[nH]2)c1 | 40 | 47 | 82 | x | 23 | 33 | x | x |
| CCN(CC)CCC(CNc1c(C)cnc2cc(Cl)ccc12)c1ccc(OC)cc1 (configuration not stated) | 96 | 74 | 107 | x | 76 | 71 | x | 95 |
| Nc1c(Br)cc(Br)c2c1[nH]c(=O)c1ccccc12 | -20* | 31 | 39 | 81 | 22 | 55 | 78 | 77 |
| O=C1C(O)=C(O)C(=O)C(O)=C1O | 106&108&105 | 134&120 | 109&108&98 | 103 | 101&97 | 105&99&110 | 101&120 | 95&108&103 |
| O=c1c2c3c(sc2n2c(SCc4nnc(Nc5ccccc5)s4)nnc2n1Cc1ccccc1)CCCC3 | x | 94 | 89 | x | 94 | 91 | 89 | 101 |
| Cc1cc(O)cc(C)c1Br | 101 | 88 | x | 99 | 103 | 90 | 102 | x |
| C#Cc1cccc(NC(=O)Nc2ccccc2NC(=O)C=C)c1 | 98[8.25 µM] | 95[8.25 µM] | 80[8.25 µM] | x | 86[8.25 µM] | 98[8.25 µM] | x | 93[8.25 µM] |
| CCOC(=O)c1ccccc1[N+](=O)[O-] | 111 | 100 | 122 | 103 | 112 | 124 | 125 | 106 |
| Cc1sc2ncn(CC(=O)Nc3ccc(S(=O)(=O)Nc4ncccn4)cc3)c(=O)c2c1C | 105 | 105 | 104 | 100 | 96 | 99 | 104 | 93 |
| O=C(CSC(=S)N1CCN(Cc2ccccc2)CC1)Nc1nc2ccccc2s1 | 109 | 117 | 84 | 118 | 93 | 104 | 105 | 97 |
| CC(=O)c1cccc(Nc2ccnc(SCC(=O)c3ccc(Cl)cc3)n2)c1 | 88 | 97 | 92 | 84 | 93 | 79 | 87 | 83 |
| CN(C)CCN1c2ccccc2Oc2ccccc21 | 83 | 95 | 86 | 101 | 95 | 78 | 104 | 76 |
| COc1cc2c(c(OC)c1)C1c3ccccc3NC(=O)N1CC2 (configuration not stated) | -0.8* | 16 | 44 | 13 | 18 | 32 | 12 | 50 |
| O=C1C(Cl)=C(Nc2ccccc2)C(=O)C(Cl)=C1Nc1ccccc1 | 102 | x | 98 | 111 | 105 | 121 | 103 | 112 |
| COc1cccc(C2C(C#N)=C(N)Oc3cc(OC)ccc32)c1 (configuration not stated) | 41 | 11 | 56 | -30* | 17 | -15* | -4.5* | 16 |
| O=C(CSc1nc2sc3c(c2c(=O)n1-c1ccc(Cl)cc1)CCCC3)N/N=C/c1ccc2c(c1)OCO2 | 116 | 99 | 101 | 84 | 81 | 84 | 80 | 134 |
| COc1ccc2nc(SCC(=O)Nc3ccc(F)cc3)[nH]c2c1 | 67 | 85 | 47 | 68 | 78 | 66 | 79 | 76 |
| COc1ccc2[nH]cc(/C=C3/C(=O)Nc4ccc(Cl)cc43)c2c1 | -11* | 32 | 62 | 2.5* | 41 | 28 | 27 | 41 |
| CC(CN1CCCCC1)NC(=O)c1scnc1-c1ccccc1 (configuration not stated) | 111 | 195 | 99 | x | 103 | 114 | 113 | 101 |
| CN1c2ccccc2NC(=S)c2ccccc21 | 93 | 103 | 86 | 86 | 94 | 98 | 102 | 110 |
| Cc1ccc(C(=O)n2cc(C=O)c3ccccc32)cc1 | 108 | 91 | 99 | 69 | 69 | 91 | 88 | 114 |
| CC(=O)Oc1cc(NS(=O)(=O)c2ccc(C)cc2)ccc1C(=O)O | 102 | 104 | 98 | 110 | 98 | 118 | 107 | x |
| CCC(C)(C)c1ccc(NS(=O)(=O)c2ccc(N)cc2)cc1 | x | x | 79 | 74 | 83 | 103 | 77 | 112 |
| O=C(/C(=C/c1ccc([N+](=O)[O-])cc1)SCc1ccc(Cl)cc1)c1ccc(F)cc1 | 77 | 28 | 36 | 0.6* | -12* | 56 | 1.3* | 78 |
| COc1ccc(/C(C)=C(\c2ccc(OCCN3CCOCC3)cc2)c2ccc(OC(=O)c3ccccc3)cc2)cc1 | 99 | 96 | 58 | 79 | 59 | 100 | 66 | 115 |
| COc1ccc(-c2nnc3ccc(N/N=C/c4ccccc4)nn23)cc1 | 94 | 83 | 108 | x | 71 | 66 | x | x |
| O=C(Oc1ccccc1)c1ccccc1 | 110 | x | 109 | 94 | 107 | 117 | 104 | 106 |
| CCOC(=O)[C@H](Cc1ccccc1)Nc1nc(N)nc(N(C)c2ccccc2)c1C=O | 95 | 102 | 95 | 82 | 84 | 75 | 57 | 99 |
| O=C(O)c1nccnc1C(=O)O | 91 | 99 | 95 | 91 | 95 | 100 | 99 | 108 |
| O=C(NCc1ncc[nH]1)c1ccc(-c2nc3ccc4[nH]ncc4c3c3c2CCCC3)cc1 | -47* | -13* | -3.9* | -53* | 1.6* | 10.0* | 15 | 0.7* |
| CCC(=O)CC1CCCC(CC(=O)CC)N1C (configuration not stated) | 97 | x | 107 | 105 | 101 | 122 | 99 | 111 |
| C=CCc1c(C)ccc(C)c1O | 126 | 112 | 96 | 61 | 93 | 117 | 86 | 109 |
| O=C(c1ccccc1)C(NCc1ccccc1)c1ccccc1 (configuration not stated) | 103 | 112 | 105 | 87 | 100 | 104 | 101 | x |
| COc1cccc(Cn2cc3c(c2)-c2onc(CO)c2CC3)c1 | 103 | 92 | 105 | 97 | 96 | 125 | 104 | 88 |
| COc1ccc(/C=C2\N=C(c3ccccc3)N(c3cc(OC)c(OC)cc3C(=O)N3N=C(C)CC3=O)C2=O)cc1 | 93 | 92 | 71 | 92 | 90 | 87 | 82 | 90 |
| CS(=O)(=O)c1ccc(C(=O)N=Nc2c(O)[nH]c3ccc(Cl)cc23)cc1 | 109 | 99 | 112 | 92 | 87 | 95 | 100 | 105 |
| Cc1cc(C)n(C(N)=NC(=O)c2ccccc2)n1 | 95 | 97 | 86 | 89 | 90 | 100 | 86 | 93 |

Part of the list above in a different format.
Value order – MDA-MB-468 | HS 578T | T-47D | SR | MCF7 | MDA-MB-231 | K-562 | BT-549
CS(=O)(=O)c1ccc(C(=O)N=Nc2c(O)[nH]c3ccc(Cl)cc23)cc1
  109 | 99 | 112 | 92 | 87 | 95 | 100 | 105
COc1ccc(-c2nnc3ccc(N/N=C/c4ccccc4)nn23)cc1
  94 | 83 | 108 | x | 71 | 66 | x | x

For convenience, part of the list above.
| canonical_smiles | MDA-MB-468 | HS 578T | T-47D | SR | MCF7 | MDA-MB-231 | K-562 | BT-549 |
| --- | --- | --- | --- | --- | --- | --- | --- | --- |
| CN1c2ccccc2NC(=S)c2ccccc21 | 93 | 103 | 86 | 86 | 94 | 98 | 102 | 110 |
| Cc1ccc(C(=O)n2cc(C=O)c3ccccc32)cc1 | 108 | 91 | 99 | 69 | 69 | 91 | 88 | 114 |
